Pol eta inh = qHTS for Inhibitors of Polymerase Eta | DNA polymerase eta (Homo sapiens), Q9Y253 | 390,000 compounds, 1.2% hits | Potency, µM (top dose mostly 114 µM), for the others: at the top dose activity change, negative = inhibition, hits mostly inhibitors | AID 588591, 2011 | recombinant Pol eta, fluorescent DNA replication assay; active = well fitted inhibition curve with a large enough effect; inconclusive = small, poorly fitted or top-dose-only effect, or another doubt; inactive = no such curve, though single readings can be large or run the other way
Target sequence (Q9Y253 whole entry, looked up): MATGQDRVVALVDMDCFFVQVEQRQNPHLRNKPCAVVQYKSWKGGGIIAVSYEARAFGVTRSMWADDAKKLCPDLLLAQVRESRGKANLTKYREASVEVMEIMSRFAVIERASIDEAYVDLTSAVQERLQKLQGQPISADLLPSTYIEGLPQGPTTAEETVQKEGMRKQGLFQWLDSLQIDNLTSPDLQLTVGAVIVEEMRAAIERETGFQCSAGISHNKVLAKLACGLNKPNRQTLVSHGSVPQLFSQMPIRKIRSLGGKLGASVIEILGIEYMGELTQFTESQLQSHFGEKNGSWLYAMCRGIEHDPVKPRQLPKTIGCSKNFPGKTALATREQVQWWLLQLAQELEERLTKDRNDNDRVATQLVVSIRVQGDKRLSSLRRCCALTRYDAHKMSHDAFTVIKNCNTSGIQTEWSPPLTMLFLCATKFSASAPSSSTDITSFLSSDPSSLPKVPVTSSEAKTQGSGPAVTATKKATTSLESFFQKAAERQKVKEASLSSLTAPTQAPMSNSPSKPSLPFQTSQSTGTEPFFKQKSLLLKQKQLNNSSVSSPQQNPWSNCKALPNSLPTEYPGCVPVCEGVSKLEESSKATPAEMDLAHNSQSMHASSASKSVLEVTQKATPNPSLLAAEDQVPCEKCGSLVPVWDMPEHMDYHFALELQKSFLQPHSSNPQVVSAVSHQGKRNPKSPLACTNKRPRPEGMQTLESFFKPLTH
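Pol eta at 10 nM preincubated with compounds 15 min at room temperature; reaction started with fluorescent substrate (50 nM final) and read kinetically at 0 and 10 min.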
Starred values were filed as active, the others as inactive; ? = inconclusive. % is set by controls: 0 for no effect and ±100 for the full control effect; potency is the fitted concentration of half-maximal effect.

SMILES	Pol eta inh
O=C(CCCN1C(=O)/C(=C/c2ccc(F)cc2)SC1=S)Nc1ccc(C(=O)O)cc1	1%
C[C@@H]1CN([C@H](C)CO)C(=O)CCCn2nncc2CO[C@@H]1CN(C)C(=O)c1ccncc1	-3%
COCc1ccc(C(=O)N2CCCC(N(C)CCc3ccccc3)C2)s1 (stereo not drawn)	-15%
O=C(NCCOc1ccccc1)C1CCN(C(=O)Nc2ccccc2)CC1	0%
COc1ccc(S(=O)(=O)N2CCN(C(=O)c3ccccc3Cc3ccccc3)CC2)cc1OC	1%
CC1(C)NC(=O)N(CCC(=O)Nc2ccc(C(C)(C)C)cc2)C1=O	-19%
COc1ccc(NC(=O)COC(=O)c2c(C)noc2C)cc1Cl	-16%
COc1ccc(C(C#N)=Cc2ccc(N(C)CCC#N)cc2)cc1	-17%
CN(C(=O)COc1ncnc2ccc(Br)cc12)C1CCCCC1	-9%
COc1ccccc1NC(=O)N(C)C[C@@H]1OCc2cnnn2CCCC(=O)N([C@H](C)CO)C[C@H]1C	-6%
O=C(OCC(=O)c1ccc[nH]1)c1ccc(S(=O)(=O)C(F)F)cc1	-2%
COc1ccc(-n2nnnc2CNC(=O)C2CC(=O)N(c3ccc(F)cc3)C2)cc1 (stereo not drawn)	-1%
Cc1noc(C)c1S(=O)(=O)N(C)C[C@H]1OCCCC[C@H](C)Oc2ccc(NC(=O)CCCN(C)C)cc2C(=O)N([C@H](C)CO)C[C@@H]1C	7%
CSc1ccccc1C(=O)OCC(=O)NC1CCCCCCC1	-7%
C[C@H](CO)N1C[C@H](C)[C@H](CN(C)C(=O)Nc2cccc(C(F)(F)F)c2)OCc2cnnn2CCCC1=O	-8%
CCN(CC)C(=O)C1=C(C)N(CCC2=CCCCC2)C(=O)C(CC(=O)NCc2cccc3ccccc23)C1 (stereo not drawn)	-8%
CN(CC(=O)Nc1ccc(Cl)cc1)C(=O)CN1C(=O)C2CCCCC2C1=O (stereo not drawn)	-2%
COc1ccc(CSC(=S)NNc2ccccc2)cc1	-26%
COc1ccc(Cn2c(=O)oc3ccccc32)cc1	1%
Cc1cccc(C)c1NC(=O)CN1CCN(C(=O)CNC(=O)Cc2cccc3ccccc23)CC1	-2%
O=C(Nc1cccc(C(=O)O)c1)/C(=C\c1ccccc1)NC(=O)c1ccc(Br)o1	-9%
COc1ccc(OC)c(C(=O)CSc2nnc(C3CC3)n2C2CC2)c1	-3%
O=C(Nc1ccc(OC(F)(F)F)cc1)c1cc(S(=O)(=O)N2CCCCC2)ccc1N1CCOCC1	-6%
CC(=O)c1cccc(NC(=O)c2cc(S(=O)(=O)N3CCCCC3)ccc2N2CCOCC2)c1	-9%
Cc1cc(Cl)ccc1N(CC(=O)N(C)Cc1ccccc1)S(C)(=O)=O	-21%
N#Cc1ccc(C(=O)Nc2cc(S(=O)(=O)N3CCOCC3)ccc2N2CCOCC2)cc1	-2%
CCOC(=O)C(C)N1c2cccc3cccc(c23)S1(=O)=O (stereo not drawn)	4%
CCn1cc(/C=C(\NC(=O)c2ccccc2OC)C(=O)NCCN2CCOCC2)c2ccccc21	-8%
C[C@H]1CN([C@@H](C)CO)C(=O)CCCn2nncc2CO[C@H]1CN(C)C(=O)C1CC1	-4%
COC(=O)N(C)C[C@@H]1OCc2cnnn2CCCC(=O)N([C@@H](C)CO)C[C@H]1C	-12%
C[C@@H]1CN([C@@H](C)CO)C(=O)CCCn2nncc2CO[C@H]1CN(C)C(=O)Nc1ccc(F)cc1	-1%
CNC[C@H]1Oc2cc(Br)ccc2S(=O)(=O)N([C@H](C)CO)C[C@H]1C	-7%
C[C@@H]1CCCCO[C@H](CN(C)Cc2ccccc2)[C@@H](C)CN([C@H](C)CO)C(=O)c2cc(NS(=O)(=O)c3ccc(Cl)cc3)ccc2O1	-27%
O=C(Nc1cccc2c1[nH]c(=O)c1ccccc12)C(F)(F)F	3%
CCOC(=O)c1cc(OCC)c2c(ccc3ccccc32)n1	1%
COCOCCn1cc(CN2CCS(=O)(=O)N(Cc3ccc(-c4ccc(Cl)cc4)cc3)C(C)C2=O)nn1 (stereo not drawn)	-7%
CC1=C(C(=O)N2CCOCC2)CC(CC(=O)NCCN2CCOCC2)C(=O)N1Cc1ccc(C(C)(C)C)cc1 (stereo not drawn)	-5%
O=C(CN(CCO)Cc1ccccc1)N1CCN(S(=O)(=O)c2ccccc2)CC1	-9%
CC(C)c1ccc(CN2CCC(n3nccc3NC(=O)C3CCCC3)CC2)cc1	?
CC1C(=O)N(Cc2cn(CCC3OCCO3)nn2)CCS(=O)(=O)N1Cc1ccc(-c2ccc(Cl)c(Cl)c2)cc1 (stereo not drawn)	?
Cc1c(-c2ccc(OCCN3CCOCC3)cc2)c(=O)oc2ccc3ccccc3c12	-19%
COc1ccc(S(=O)(=O)N(C)C[C@@H]2Oc3cc(C#CC4CCCCC4)ccc3S(=O)(=O)N([C@@H](C)CO)C[C@@H]2C)cc1	-3%
CCCNC(=O)C[C@@H]1C[C@@H]2c3cc(NS(=O)(=O)c4ccc(OC)cc4)ccc3O[C@@H]2[C@@H](CO)O1	-16%
C[C@@H]1CN([C@@H](C)CO)C(=O)c2cc(NC(=O)C3CCCCC3)ccc2O[C@@H](C)CCCCO[C@@H]1CN(C)Cc1ccncc1	-21%
Cc1cn([C@H]2C[C@H](O)[C@@H](CNC/C=C/c3ccccc3[N+](=O)[O-])O2)c(=O)[nH]c1=O	-14%
O=C(C1=C(O)C(=O)N(CCN2CCOCC2)C1c1cccc([N+](=O)[O-])c1)c1cc2ccccc2o1 (stereo not drawn)	?
CC(C)N1CCN(c2ccncc2S(=O)(=O)N2CCN(C)CC2)CC1	0%
CC1CN(S(=O)(=O)c2cccc(C(=O)N(C)C3CCCCC3)c2)CC(C)O1 (stereo not drawn)	-2%
C[C@H]1CN([C@@H](C)CO)C(=O)CCCn2nncc2CO[C@H]1CN(C)S(=O)(=O)c1ccc2ccccc2c1	-19%
COc1ncnc2c1ncn2CCCN(CCCc1ccccc1)CCCn1cnc2c(OC)ncnc21	-2%

Next part:
SMILES	Pol eta inh
CN(Cc1ccc(Cl)cc1Cl)C(=O)C1CC(=O)N(Cc2ccco2)C1 (stereo not drawn)	3%
CCc1nnc(NC(=O)CSc2nnc(CNC(=O)c3ccccc3)o2)s1	-6%
C[C@@H]1CN([C@H](C)CO)C(=O)CCCn2nncc2CO[C@H]1CN(C)Cc1ccccc1C(F)(F)F	-21%
Cc1nc(NC(=O)c2ccccc2)sc1-c1cc(C(=O)O)nn1Cc1ccccc1	-14%
COCCCN1C(=O)C(CC(=O)NCc2cccc3ccccc23)CC(C(=O)N(C)C)=C1C (stereo not drawn)	-1%
C[C@@H]1CN([C@H](C)CO)S(=O)(=O)c2ccc(Br)cc2O[C@H]1CN(C)C(=O)Nc1cccc(F)c1	-8%
Cc1ccc(S(=O)(=O)NC(C)C(=O)OCC(=O)Nc2sccc2C(N)=O)cc1 (stereo not drawn)	-16%
COc1cccc2ccc(CC(O)(c3ccccc3)c3ccccc3)nc12	-10%
C[C@@H]1CN([C@H](C)CO)C(=O)CCCn2cc(nn2)CO[C@H]1CN(C)S(=O)(=O)c1cccc(F)c1	-4%
CCOc1ccccc1NC(=O)COC(=O)C1COc2ccccc2O1 (stereo not drawn)	1%
COc1cc2c(cc1OC)C(=NO)CCCC2	-7%
CCC(C(=O)N1CCN(Cc2ccc3c(c2)OCO3)CC1)n1nnc2ccccc2c1=O (stereo not drawn)	-5%
Cc1ccc2c(c1)nc1c3ccccc3nc(-c3ccccc3N)n21	-4%
COc1ccc([C@H]2C[C@H](O)[C@@H](n3cc(COC(=O)c4ccccc4)nn3)CN2CC2CCCCC2)cc1	?
CN1OC[C@@H]2CN[C@H](c3ccc(-c4ccc(C#N)cc4)cc3)C[C@@H]21	-2%
O=[N+]([O-])c1ccc(N2CCCC2)c([N+](=O)[O-])c1	-5%
CCCCN1C(=O)C(CC(=O)NCCCCc2ccccc2)CC(C(=O)N(C(C)C)C(C)C)=C1C (stereo not drawn)	-14%
O=C(COc1ccc(Cl)cc1Cl)NC1CC1	-16%
CN(CC(=O)Nc1cccc(F)c1)C(=O)c1cccc(S(=O)(=O)N2CCN(Cc3ccccc3)CC2)c1	-12%
CCOC(=O)c1ccc(NC(=O)c2ncn3c2C(=O)NC[C@H]3C)cc1	-2%
Cc1cccc(S(=O)(=O)N(C)C[C@H]2OCc3cn(nn3)CCCC(=O)N([C@@H](C)CO)C[C@@H]2C)c1	-16%
C[C@H](CO)N1C[C@H](C)[C@@H](CN(C)Cc2cccc(C(=O)O)c2)Oc2cc(Br)ccc2S1(=O)=O	-1%
COC(=O)c1ccc(CNC(=O)COC(=O)/C=C/c2cccc(OC)c2)cc1	-4%
COc1ccc(/C=C2\SC(=Nc3ccccc3Cl)NC2=O)c(OC)c1	-18%
CCOC(=O)c1ccc(S(=O)(=O)N2CCC(N3CCCCCC3)CC2)cc1	-13%
Cc1noc(C)c1C(=O)OC(C)C(=O)c1c[nH]c2ccccc12 (stereo not drawn)	-6%
O=C(CN1CCN(S(=O)(=O)c2ccc3c(c2)OCCCO3)CC1)N1CCc2ccccc21	-9%
Cc1ccc([C@H]2C[C@H](O)[C@@H](n3cc(COC(=O)c4ccccc4)nn3)CN2C(=O)c2cccs2)cc1	-4%
C[C@@H]1CN([C@@H](C)CO)C(=O)CCCn2nncc2CO[C@H]1CN(C)S(=O)(=O)c1ccc2c(c1)OCCCO2	-7%
Cc1cn([C@H]2C[C@H](O)[C@@H](CNCc3ccccc3)O2)c(=O)[nH]c1=O	-11%
CCN(CC(=O)Nc1ccc(NC(C)=O)cc1)C(=O)c1ccc(Sc2nncn2C)c([N+](=O)[O-])c1	-4%
C=CCOc1ccc(C[C@H](N)C(=O)NC[C@H]2O[C@@H](n3ccc(N)nc3=O)[C@H](O)[C@@H]2O)cc1	-23%
CC(=O)OCCN1c2ccccc2Sc2cnccc21	-12%
CCN(CC)C(=O)C1=C(C)N(Cc2ccc(OC)cc2)C(=O)C(CC(=O)NC2CC2)C1 (stereo not drawn)	-10%
Cc1ccc(Nc2n[nH]c(=S)s2)cc1	-12%
C[C@H]1CN([C@@H](C)CO)C(=O)c2cc(Br)cnc2O[C@@H]1CN(C)C(=O)c1ccncc1	-13%
CN(CC(=O)C(C(N)=O)c1ccccc1)c1ccccc1 (stereo not drawn)	2%
O=C1CC(=O)OC(c2ccc([N+](=O)[O-])cc2)O1	-7%
Cc1ccc(S(=O)(=O)N(C)C[C@@H]2OCc3cnnn3CCCC(=O)N([C@H](C)CO)C[C@H]2C)cc1	-6%
CCCc1cc(=O)n2[nH]c(C)c(-c3ccccc3OC)c2n1	-2%
O=C(CCc1nc2sc3c(c2c(=O)[nH]1)CCCC3)NCCc1ccc(Cl)cc1	-6%
COC(=O)[C@H]1C[C@@]2(O)CN(S(=O)(=O)c3ccc(C)cc3)C[C@@]2(OC(=O)Nc2cccs2)C[C@H]1C(=O)OC	-14%
CCN1CCCC1CNC(=O)c1ccc2c(c1)NC(=O)/C(=C\c1ccccc1Cl)S2 (stereo not drawn)	-23%
COc1ccccc1N1CCN(S(=O)(=O)CCNC(=O)C(C)Oc2ccccc2)CC1 (stereo not drawn)	-3%
CCN1C(=O)[C@H]2[C@@H](c3ccc(C(F)(F)F)cc3)N[C@]3(CCCN(Cc4ccc(OC)cc4)C3=O)[C@H]2C1=O	-8%
CCCCCC(=O)N1C[C@@H](n2cc(COC(=O)c3ccccc3)nn2)[C@H](O)C[C@@H]1c1ccc(Cl)cc1	-15%
COc1ccc(NC(=O)C[C@H]2C(=O)N(C3CCCCC3)C[C@@H]2c2ccc(OC)cc2)cc1	-19%
CC1CCCC(NC(=O)c2cccc(S(=O)(=O)N3CCOCC3)c2)C1C (stereo not drawn)	-7%
C=CCN(CC=C)C(=O)C1c2ccccc2Oc2ccccc21	-6%

An excerpt from the list above:
SMILES	Pol eta inh
Cc1noc(C)c1C(=O)OC(C)C(=O)c1c[nH]c2ccccc12 (stereo not drawn)	-6%
O=C(CN1CCN(S(=O)(=O)c2ccc3c(c2)OCCCO3)CC1)N1CCc2ccccc21	-9%
Cc1ccc([C@H]2C[C@H](O)[C@@H](n3cc(COC(=O)c4ccccc4)nn3)CN2C(=O)c2cccs2)cc1	-4%
C[C@@H]1CN([C@@H](C)CO)C(=O)CCCn2nncc2CO[C@H]1CN(C)S(=O)(=O)c1ccc2c(c1)OCCCO2	-7%
Cc1cn([C@H]2C[C@H](O)[C@@H](CNCc3ccccc3)O2)c(=O)[nH]c1=O	-11%
CCN(CC(=O)Nc1ccc(NC(C)=O)cc1)C(=O)c1ccc(Sc2nncn2C)c([N+](=O)[O-])c1	-4%
C=CCOc1ccc(C[C@H](N)C(=O)NC[C@H]2O[C@@H](n3ccc(N)nc3=O)[C@H](O)[C@@H]2O)cc1	-23%
CC(=O)OCCN1c2ccccc2Sc2cnccc21	-12%
CCN(CC)C(=O)C1=C(C)N(Cc2ccc(OC)cc2)C(=O)C(CC(=O)NC2CC2)C1 (stereo not drawn)	-10%
Cc1ccc(Nc2n[nH]c(=S)s2)cc1	-12%
C[C@H]1CN([C@@H](C)CO)C(=O)c2cc(Br)cnc2O[C@@H]1CN(C)C(=O)c1ccncc1	-13%
CN(CC(=O)C(C(N)=O)c1ccccc1)c1ccccc1 (stereo not drawn)	2%
O=C1CC(=O)OC(c2ccc([N+](=O)[O-])cc2)O1	-7%

Bioassay records as filed in PubChem.

Not all compounds are listed, so the mix of outcomes need not match the whole.
